# Assay outcomes deposited in PubChem by National Center for Advancing Translational Sciences (NCATS).
# GLA spleen mod: qHTS Assay for Inhibitors and Activators of Human alpha-Galactosidase From Spleen Homogenate. actives 0.008% (n = 240,000). Potency, µM (series often up to 80 µM), inactives show top-dose activity change, negative = inhibition, hits mostly inhibitors. Alpha-galactosidase A (Homo sapiens), P06280. human spleen homogenate, 4MU-alpha-Gal fluorescence, 40 min;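 further: 0% = enzyme with vehicle and -100% = no enzyme basal signal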
# Target sequence (P06280 32-429 limits assumed): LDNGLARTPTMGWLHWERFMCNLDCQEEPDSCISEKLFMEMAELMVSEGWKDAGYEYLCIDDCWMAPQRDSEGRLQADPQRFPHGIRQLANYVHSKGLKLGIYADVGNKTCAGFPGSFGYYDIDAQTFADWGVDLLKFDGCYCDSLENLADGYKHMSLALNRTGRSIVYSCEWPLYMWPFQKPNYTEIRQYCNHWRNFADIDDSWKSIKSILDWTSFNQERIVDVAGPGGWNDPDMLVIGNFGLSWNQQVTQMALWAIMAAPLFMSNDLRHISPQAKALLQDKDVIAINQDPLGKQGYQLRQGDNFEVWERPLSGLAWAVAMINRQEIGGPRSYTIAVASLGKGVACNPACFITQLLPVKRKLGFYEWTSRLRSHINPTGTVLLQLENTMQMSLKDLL
#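 Fluorogenic readout (Ex 365/Em 440 nm) of 4-methylumbelliferone released from 1 mM 4-MU-alpha-galactoside by spleen homogenate, 40 min at 37C, pH 5.0. Data normalized to no-enzyme and enzyme controls; Hill-equation AC50 from compound titrations.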
# ALDH1A1 block: qHTS Assay for Inhibitors of Aldehyde Dehydrogenase 1 (ALDH1A1). Aldehyde dehydrogenase 1A1 (Homo sapiens), P00352. Purified ALDH1A1, NADH fluorescence, propionaldehyde substrate. Potency, µM (doses to about 75.3 µM), inactives show top-dose activity, negative = inhibition, usual class: inhibitors. actives 7.3% (n = 220,000). AID 1030, 2008; active means well fitted inhibition curve with a large enough effect, not every such curve was filed as active; inconclusive means small, poorly fitted or top-dose-only effect, or another doubt; inactive means no such curve, though single readings can be large or run the other way;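 further: plate controls were no enzyme wells and a reference inhibitor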
# Target sequence (P00352 whole entry, looked up): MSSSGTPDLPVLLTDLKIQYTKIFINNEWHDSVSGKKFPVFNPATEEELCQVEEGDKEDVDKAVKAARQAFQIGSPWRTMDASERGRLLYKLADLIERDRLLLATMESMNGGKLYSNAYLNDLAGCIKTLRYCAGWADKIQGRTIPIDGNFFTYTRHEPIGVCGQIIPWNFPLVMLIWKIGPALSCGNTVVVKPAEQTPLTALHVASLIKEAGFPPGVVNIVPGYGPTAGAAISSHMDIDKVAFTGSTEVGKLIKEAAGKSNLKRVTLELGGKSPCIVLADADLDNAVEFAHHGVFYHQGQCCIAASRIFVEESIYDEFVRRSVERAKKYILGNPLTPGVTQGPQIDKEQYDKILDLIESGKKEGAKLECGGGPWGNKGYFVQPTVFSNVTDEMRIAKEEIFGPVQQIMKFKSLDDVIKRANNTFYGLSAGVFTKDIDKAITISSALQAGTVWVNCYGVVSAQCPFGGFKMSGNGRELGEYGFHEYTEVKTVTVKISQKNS
# Tau ThT inhib: qHTS for Inhibitors of Tau Fibril Formation, Thioflavin T Binding. Microtubule-associated protein tau (Homo sapiens), P10636. recombinant tau K18 P301L, heparin-induced fibrillization, ThT fluorescence. Potency, µM (series often up to 57.4 µM), for the others: top-dose activity, negative = inhibition, most hits filed as inhibitors. actives 2.1% (n = 270,000). AID 1460, 2008; further: nearly all actives have a fitted effect of over 55% in size
# Target sequence (P10636 561-689 P618L limits assumed): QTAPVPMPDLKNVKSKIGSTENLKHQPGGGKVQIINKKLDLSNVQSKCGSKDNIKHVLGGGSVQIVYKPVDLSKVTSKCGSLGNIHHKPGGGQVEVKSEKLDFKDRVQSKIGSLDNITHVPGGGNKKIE
#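 Tau K18 P301L fragment (15 uM unlabeled plus 0.24 uM Alexa 594-labeled) in 100 mM sodium acetate pH 7 with compound, fibrillization induced by 20 uM heparin for 6 hr at 37 C. Thioflavin T (30 uM) added, fluorescence read after 1 hr (ex 450, em 510 nm).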
# TexasRed fluor: Total Fluorescence Counterscreen for Inhibitors of the Interaction of Thyroid Hormone Receptor and Steroid Receptor Coregulator 2; TRb/SRC2 Texas Red total fluorescence interference; AID 1479, 2009; Potency, µM (doses to about 106 µM), inactives show at the highest dose fluorescence change, negative = quenching; actives 0.29% (n = 280,000); active means well fitted curve in either direction with a large enough effect; inconclusive means small, poorly fitted or top-dose-only effect
#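 Human TRβ ligand-binding domain (0.6 uM) and Texas Red SRC2 peptide (20 nM) in Tris buffer with 1 uM T3 and 5% DMSO were incubated with pinned compound for 5 hr at ambient temperature. Total fluorescence was computed as S + 2P (555/632 nm).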
# Tau fluor cs: Counterscreen qHTS for Inhibitors of Tau Fibril Formation, Fluorescence Polarization | tau K18 P301L Alexa594 fluorescence, heparin fibrillization | Potency, µM (top dose mostly 57.7 µM), without a hit: top-dose activity change, negative = decrease | actives 0.93% (n = 280,000); further: nearly all actives have a fitted effect of over 55% in size
#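 Human tau K18 P301L (15 uM unlabeled, 0.24 uM Alexa 594-labeled) in 100 mM sodium acetate pH 7 with 20 uM heparin, 6 hr at 37 C. ThT 30 uM added, 1 hr ambient; Alexa 594 FP and total fluorescence read at 555/632 nm.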
# TRb SRC2 PPI: qHTS for Inhibitors of the Interaction of Thyroid Hormone Receptor and Steroid Receptor Coregulator 2; TRbeta-SRC2 peptide binding, fluorescence polarization; receptor liganded with 1 µM T3; Potency, µM (titrated, usually from 106 µM), without a hit: top-dose activity change, negative = inhibition, hits mostly inhibitors; actives 0.065% (n = 280,000);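 further: plate controls were bound peptide for no effect and peptide without receptor for full effect; nearly all actives have a fitted effect of over 50% in size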
#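 Assay buffer: 20 mM Tris-HCl, 100 mM NaCl, 10% glycerol, 1 mM EDTA, 0.01% NP-40, 1 mM DTT, 1 uM T3, 5% DMSO; TRb LBD 0.6 uM, Texas Red SRC2 20 nM; FP after 5 hr.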
# L3MBTL1 inh: qHTS Assay for the Inhibitors of L3MBTL1; Lethal(3)malignant brain tumor-like protein 1 (Homo sapiens), Q9Y468; Potency, µM (series often up to 57.1 µM), inactives show top-dose activity, negative = inhibition, most hits filed as inhibitors; actives 0.66% (n = 230,000); AID 485360, 2010; AlphaScreen L3MBTL1–H3K9me1 peptide binding; further: nearly all actives have a fitted effect of over 60% in size
#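 Read-out is AlphaScreen signal from streptavidin donor and nickel chelate acceptor beads (10 ug/mL final each) bridging L3MBTL1 (50 nM) and biotinylated K9-monomethylated H3(1-15) peptide (75 nM), after 30 min compound exposure at room temperature.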
# Tau FP inhib: qHTS for Inhibitors of Tau Fibril Formation, Fluorescence Polarization; Microtubule-associated protein tau (Homo sapiens), P10636; actives 0.39% (n = 280,000); Potency, µM (highest dose often 57.7 µM), for inactives: at the top dose activity, negative = inhibition, hits mostly inhibitors; K18 P301L tau heparin fibrillization, Alexa594 FP, 6 h; further: nearly all actives have a fitted effect of over 55% in size
#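 K18 P301L tau (15 uM unlabeled/0.24 uM Alexa 594-labeled, final) + compound + heparin 20 uM final; 100 mM NaOAc pH 7; 6 hr 37 C; ThT 30 uM final added, 1 hr RT; FP ex 555/em 632 nm.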
# Active calls of the source: *; ? = inconclusive; / = no result given; & = joins results of further samples; ! = not active in a repeat; [ ] = remark or other dose. Unless noted, the call rests on the fitted dose curve; in most records, active means well fitted curve in the direction sought with a large enough effect; inconclusive means small, poorly fitted or top-dose-only effect, or another doubt; inactive means no such curve, though single readings can be large; an effect the other way counts as inactive or inconclusive. Unless noted, on the % scale 0 is the no-effect control and ±100 the full control effect; potency means the concentration at half of the fitted maximal effect.
SMILES	Tau ThT inhib	Tau fluor cs	ALDH1A1 block	TexasRed fluor	L3MBTL1 inh	Tau FP inhib	TRb SRC2 PPI	GLA spleen mod
CCOc1ccccc1NC(=O)CSC1=Nc2ccccc2C2=NC(CC(=O)NCc3ccc4c(c3)OCO4)C(=O)N12 (stereo not given)	?	-19.1%	/	0.7%	/	2.1%	-3.3%	/
CC(=O)c1ccc(OCC(=O)Nc2ccc3c(c2)CCC3)cc1	?	-12.5%	-4.0%	-0.8%	/	8.5%	-5.6%	-0.8%
O=C(CCS(=O)(=O)c1cccc2nonc12)Nc1cccc2c1CCCC2	-5.8%	-10.7%	-11.6%	-5.5%	/	2.6%	3.8%	-15.5%
Cc1c(NC(=O)c2nc3ccccc3n(C)c2=O)cccc1[N+](=O)[O-]	-16.7%	-6.5%	/	-1.0%	/	1.4%	-4.0%	/
Cc1ccc(C(C)C)c(OCCCN(C)Cc2ccccc2)c1	?	-15.1%	?	-1.6%	16.4%	3.9%	-6.3%	2.3%
CCOc1ccc(/C=C/C(O)=C2/C(=O)N(C)C3(C)CC2c2ccccc2O3)cc1OC (stereo not given)	?	-17.0%	?	-2.6%	/	7.3%	-3.4%	2.7%
N=C(N)SCc1nc2ccccc2c(=O)n1-c1ccccc1	?	-3.4%&-26.2%	?	8.7%&-24.1%	9.5%&6.2%	-0.5%&-0.2%	2.2%&6.5%	1.1%&6.0%
CCCn1c(SCC(=O)NC(=O)NC(C)(C)C)n[nH]c1=O	1.1%	-1.9%	5.5%	-1.4%	1.3%	-6.3%	-3.2%	-10.1%
CC(=O)c1cccc(NC(=O)Cn2cc(C(=O)c3cccc(Cl)c3)c(=O)c3ccc(C)nc32)c1	-14.6%	?	/	5.2%	/	?	1.1%	/
O=[N+]([O-])c1cccc(-c2ccc(/C=N/NC(=S)Nc3cccc(F)c3)o2)c1	?	?	/	-0.3%	-23.9%	7.6%	6.7%	9.1%
C=CCn1c(-c2cccc([N+](=O)[O-])c2)n[nH]c1=S	-16.1%	-1.5%	?	-0.5%	/	1.0%	-8.6%	-0.5%
CCCc1nnc(NC(=O)CSc2nc3ccccc3[nH]2)s1	-3.3%	-3.0%	24.0%	1.2%	?	0.4%	-8.3%	-10.2%

# Part of the list above in a different format.
# Results follow in this order: Tau ThT inhib | Tau fluor cs | ALDH1A1 block | TexasRed fluor | L3MBTL1 inh | Tau FP inhib | TRb SRC2 PPI | GLA spleen mod
CC(=O)c1ccc(OCC(=O)Nc2ccc3c(c2)CCC3)cc1
 : ? | -12.5% | -4.0% | -0.8% | / | 8.5% | -5.6% | -0.8%
CCCn1c(SCC(=O)NC(=O)NC(C)(C)C)n[nH]c1=O
 : 1.1% | -1.9% | 5.5% | -1.4% | 1.3% | -6.3% | -3.2% | -10.1%

# More structures follow:
SMILES	Tau ThT inhib	Tau fluor cs	ALDH1A1 block	TexasRed fluor	L3MBTL1 inh	Tau FP inhib	TRb SRC2 PPI	GLA spleen mod
S=C(NCCc1ccc(Cl)cc1)NC1CC1	1.7%	2.0%	0.0%	0.6%	5.0%[11.4 µM]	-2.5%	-3.2%	-3.6%
N=C1C=CC=C2C1=NC1(CCCCC1)N2O	25.1µM*	-25.6%	?	-5.7%	-29.1%	?	10.1%	-1.1%
CCOC(=O)CCc1c(C)nc2ncnn2c1C	12.9%	8.8%	-0.7%	1.4%	31.5%[activator]	4.3%	-15.3%	-12.3%
CC(NC(=O)COc1ccccc1)C(=O)NC1=NCCS1 (stereo not given)	-2.3%	-1.6%	3.9%	5.5%	-7.1%	2.0%	-5.8%	0.3%
NC(=O)CSc1nc2cc3c(cc2c(=O)n1CCCCCC(=O)NCc1ccc2c(c1)OCO2)OCO3	1.8%	-2.7%	/	0.5%	/	-2.1%	3.2%	/
COc1ccc(Cl)cc1N/C(N)=N/c1nc(CSc2ccc(C)cc2)cc(=O)[nH]1	4.9%	-5.7%	-9.6%	2.0%	/	?	-15.0%	2.6%
CC1CCC(C(C)C)C(OC(=O)COC(=O)c2cc(O)ccc2N)C1 (stereo not given)	-13.7%	11.2µM*[quencher]	?	-0.7%	-0.3%	?	-2.0%	-1.0%
Cn1c(NC(=O)c2ccccc2)cc(=O)n(C)c1=O	-0.1%	1.7%	8.6%	3.3%	1.3%	1.6%	1.1%	-3.7%
O=C(O)c1ccccc1-c1ccccc1C(=O)NCc1ccco1	1.7%	4.0%	5.3%	3.4%	-7.6%	2.5%	-5.7%	-7.3%
Cn1c(C(=O)N2CCCC(C(=O)NCc3cccs3)C2)cc2sccc21 (stereo not given)	-10.0%	-6.5%	?	-2.7%	/	7.0%	-1.1%	4.9%
COc1ccc(-c2nc3sc(CCNC(=O)C(=O)Nc4c(C)cccc4C)c(C)n3n2)cc1	2.2%	1.6%	/	-0.3%	/	-8.5%	-7.3%	/
COc1ccc(CCNS(=O)(=O)c2cccc3nsnc23)cc1OC	-3.2%	-20.4%	-12.5%	-2.3%	1.6%	-13.1%	5.6%	-8.8%
Cc1ccc(NC(=S)N(Cc2cccc(Br)c2)CC2CCC(C(=O)O)CC2)cc1Cl (stereo not given)	-12.4%	-9.0%	-0.9%	-1.5%	/	1.3%	4.3%	-21.9%
O=S(=O)(CCc1ccccc1)c1nnnn1-c1ccc(F)cc1Br	-5.5%	-3.2%	-33.5%	-0.3%	/	0.0%	2.6%	-10.1%
CCOc1ccccc1C(=O)NCC(c1ccc(N(C)C)cc1)N1CCCC1 (stereo not given)	5.2%	4.5%	/	-1.2%	/	2.4%	-3.8%	/
COc1ccc(CC(=O)Nc2nnc(-c3cccc([N+](=O)[O-])c3)s2)cc1	6.5%	-15.2%	6.6%	-1.2%	9.6%	9.5%	6.2%	3.7%
O=C(N/N=C/c1ccncc1)c1cnccn1	-12.9%	-9.4%	/	-2.6%	-0.1%	-3.0%	0.2%	-16.7%
CCCCOc1ccc(C(=O)N2CCN(CCc3ccccn3)CC2)cc1	-1.1%	-4.4%	/	-49.1%	/	-8.4%	-2.5%	/
CO[C@H]1C[C@@H]2CC[C@@H](C)[C@@](O)(O2)C(=O)C(=O)N2CCCC[C@H]2C(=O)OC([C@H](C)C[C@@H]2CC[C@@H](O)[C@H](OC)C2)CC(=O)[C@H](C)/C=C(\C)[C@@H](O)[C@@H](OC)C(=O)[C@H](C)C[C@H](C)/C=C/C=C/C=C/1C (stereo not given in full)	?	-10.8%&-19.6%	17.8µM*!	-1.2%&-3.3%	/	-6.0%&-11.4%	3.2%&5.8%	-22.9%&-5.4%
C=C(C)c1cccc(C(C)(C)NC(=O)N2CCN(c3ccc(OC)cc3)CC2)c1	-10.7%	-13.0%	-8.7%	-0.8%	-13.1%	-0.7%	-2.5%	1.8%
O=C(NCCCO)/C(=C/c1ccc(-c2cccc([N+](=O)[O-])c2)o1)NC(=O)c1ccccc1	?	-8.7%	8.4%	-5.9%	1.2%	5.8%	0.6%	-11.0%
CCOc1cc(C2C3=C(CCCC3=O)NC3=C2C(=O)CCC3)cc(Cl)c1O	-2.7%	2.5%	-2.0%	0.6%	-8.4%	-4.8%	15.0%	-7.0%
O=C(CN1C(=O)C2C3C=CC(C4CC34)C2C1=O)Nc1cnc2ccccc2c1 (stereo not given)	-0.1%	-8.6%	-0.7%	-1.0%	-2.2%	1.3%	-1.5%	2.8%
CSc1nc(C)cc(Nc2c(C)cc(C)cc2C)n1	-10.6%	-10.4%	/	3.8%	/	-3.1%	-4.0%	/
CC1(C)Cc2c(sc3ncn(N)c(=N)c23)CO1	-12.8%	-7.0%	1.2%	-1.2%	3.7%	-1.7%	5.9%	-1.4%
NC(=O)c1cccc(C[C@H](C(=O)O)N2C(=O)c3ccc(C(=O)O)cc3C2=O)c1	/	/	/	-1.8%	1.2%	/	0.4%	-7.3%
CCCn1nc(NC(=O)C2CCCO2)c2cc3cccc(C)c3nc21 (stereo not given)	-7.2%	-9.5%	/	-4.2%	123.0%[activator]	8.2%	-2.6%	27.3%
Cc1cccc(NC(=O)C2CCCN2C(=O)NC2CCCCC2)c1 (stereo not given)	7.6%	6.9%	-7.6%	-1.6%	-15.0%	4.4%	1.4%	11.0%
COc1ccc(NC(=S)Nc2ccccc2)cn1	-6.0%	-3.6%	-5.1%	-2.1%	-0.7%	-3.4%	4.6%	-10.4%
COC(=O)N/N=C(\CCC(=O)O)c1cccs1	1.7%	-0.9%	/	-7.6%	22.4%	-0.7%	-0.5%	-1.7%
Cc1ccc(NC(=O)COC(=O)c2ccnn2C)cc1	-12.7%	-12.6%	5.6%	-1.3%	/	0.0%	-14.1%	-10.6%
CCCCc1ccc(NC(=O)c2ccc(=O)n(Cc3cccc(C)c3)c2)cc1	-0.7%	-24.4%	/	0.3%	/	?	5.8%	/
COC(=O)C1=C(O)C(C(=O)OC)C(c2ccc(C)cc2)C(C#N)(C#N)C1c1ccc(C)cc1 (stereo not given)	-5.1%	-7.8%	-5.6%	-1.9%	0.0%	-3.5%	-18.2%	-3.5%
COCCNC(=O)c1ccc(CSc2nc3ccncc3n2Cc2ccccc2)cc1	3.9%	-3.6%	/	-0.6%	/	0.2%	0.8%	/

# Single entries from the entries so far.
# N=C(N)SCc1nc2ccccc2c(=O)n1-c1ccccc1 in Tau fluor cs has -3.4%&-26.2%
# O=[N+]([O-])c1cccc(-c2ccc(/C=N/NC(=S)Nc3cccc(F)c3)o2)c1 in Tau FP inhib has 7.6%
# CCOc1ccccc1NC(=O)CSC1=Nc2ccccc2C2=NC(CC(=O)NCc3ccc4c(c3)OCO4)C(=O)N12 (stereo not given) in TRb SRC2 PPI has -3.3%
